High-throughput results from PubChem.
XBP1 UPR activ: activators of adaptive arm of unfolded protein response (XBP1); activation, % at 20 µM; hit rate 0.33% among 330,000; CHO-XBP1 luciferase reporter, IRE1-XBP1 UPR activation, luminescence; percent of tunicamycin response, DMSO as zero; AID 463104;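 active = versus positive control, 20 µM dose yields 30% or more activation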;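 note: 100% = tunicamycin at 10 µg/mL and 0% = DMSO only wells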
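Material: CHO cell line with stable XBP1 luciferase reporter; schedule: 16-18 h cell attachment at 37 °C, then 6 h compound exposure; signal: glow luminescence from Steady-Glo reagent; medium: serum-containing F12 medium, 10% FBS; benchmarks: tunicamycin 10 µg/mL and vehicle-only wells; read-out: percent activation relative to tunicamycin reference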
TIM10 inh: growth inhibitors of TIM10 yeast strain | S. cerevisiae TIM10 strain growth, BacTiter-Glo luminescence, 24 h | inhibition, % at 10 µM | hit rate 1.4% among 330,000 | AID 463195;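 active = inhibition of 40% or more at the single tested concentration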;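 note: wild-type TIM10 isogenic control strain grown at permissive 25 °C; 0% = DMSO yeast wells and 100% = minimal medium wells without yeast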
Mdm2 MdmX PPI: disrupts the human Mdm2-MdmX interaction; AID 485346; hit rate 3% among 330,000; SaOS-2 split-luciferase Mdm2/MdmX complementation, luminescence; inhibition, % at 8 µM; O15151+Q00987;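 active = inhibition of at least 50% at 8 µM in the primary screen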
Target sequence (O15151 whole entry, looked up): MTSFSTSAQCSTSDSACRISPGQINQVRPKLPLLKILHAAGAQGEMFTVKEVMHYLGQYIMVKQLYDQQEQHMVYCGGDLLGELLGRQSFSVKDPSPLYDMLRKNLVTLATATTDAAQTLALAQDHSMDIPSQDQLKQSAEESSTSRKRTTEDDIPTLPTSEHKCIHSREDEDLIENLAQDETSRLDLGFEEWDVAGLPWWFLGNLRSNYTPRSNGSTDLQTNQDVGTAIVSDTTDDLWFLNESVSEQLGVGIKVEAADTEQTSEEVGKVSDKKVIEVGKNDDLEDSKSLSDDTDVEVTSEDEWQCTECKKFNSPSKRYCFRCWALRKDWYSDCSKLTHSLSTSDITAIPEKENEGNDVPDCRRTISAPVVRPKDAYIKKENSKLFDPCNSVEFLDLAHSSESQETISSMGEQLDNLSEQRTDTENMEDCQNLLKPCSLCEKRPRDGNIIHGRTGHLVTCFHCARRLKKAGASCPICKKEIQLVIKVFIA
Target sequence (Q00987 whole entry, looked up): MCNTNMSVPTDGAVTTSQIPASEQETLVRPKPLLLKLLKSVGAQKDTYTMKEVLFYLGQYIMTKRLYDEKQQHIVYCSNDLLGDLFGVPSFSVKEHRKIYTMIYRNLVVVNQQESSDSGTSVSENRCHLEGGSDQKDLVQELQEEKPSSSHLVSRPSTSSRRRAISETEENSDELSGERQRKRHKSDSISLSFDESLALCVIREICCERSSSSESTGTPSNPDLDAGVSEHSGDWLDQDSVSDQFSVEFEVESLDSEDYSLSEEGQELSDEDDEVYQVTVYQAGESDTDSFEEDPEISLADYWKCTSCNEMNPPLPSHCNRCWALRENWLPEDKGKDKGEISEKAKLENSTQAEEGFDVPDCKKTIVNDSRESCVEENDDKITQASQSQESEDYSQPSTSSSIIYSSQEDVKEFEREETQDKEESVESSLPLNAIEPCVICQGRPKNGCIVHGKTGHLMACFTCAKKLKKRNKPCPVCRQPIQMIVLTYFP
CHOP UPR activ: activators of apoptotic arm of unfolded protein response (CHOP); activation, % at 10 µM; CHO-CHOP luciferase reporter, UPR activation, luminescence; percent of tunicamycin response over DMSO baseline; hit rate 0.34% among 330,000;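 active = at 10 µM dose, activation of 40% or more, normalized to positive control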;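 note: 100% = tunicamycin at 10 µg/mL and 0% = DMSO alone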
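measured by = luciferase luminescence | assay system = CHO-CHOP cells, stable luciferase reporter of PERK-eIF2a-CHOP signalling | amount = 500 reporter cells seeded per well | timing = 6 h compound exposure at 37 °C after overnight seeding | controls = positive tunicamycin 10 µg/mL, negative DMSO alone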
tim23-1 inh: tim23-1 yeast growth inhibition; S. cerevisiae tim23-1 growth, BacTiter-Glo luminescence, 24 h; inhibition, % at 20 µM; hit rate 1.3% among 330,000;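 active = growth inhibition of the mutant yeast at or above 50%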;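 note: temperature-sensitive mutant grown at 25 °C; plate controls were DMSO-treated mutant yeast for no effect and medium wells lacking yeast for full effect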
tim10-1 inh: tim10-1 yeast growth inhibition; S. cerevisiae tim10-1 ts strain growth, BacTiter-Glo, 24 h; hit rate 2.2% among 330,000; inhibition, % at 20 µM;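 active = inhibition of at least 40%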;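 note: mutant grown at 25 °C; 0% = DMSO wells with yeast and 100% = wells holding no yeast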
697 NFkB inh: lowers PMA/ionomycin-induced NF-kB signal in 697 B cells; 697 B-cell NF-kB luciferase reporter, 16 h; inhibition, % at 4 µM; hit rate 0.33% among 330,000; AID 435022; in the data active = inhibition above about 35%
Jurkat NFkB inh: lowers PMA/ionomycin-induced NF-kB signal in Jurkat cells; PMA/ionomycin-induced NF-kB luciferase reporter, luminescence; inhibition, % at 4 µM; hit rate 0.53% among 330,000; AID 435003; in the data active = inhibition above about 50%
* hit, by the source's call.

SMILES	XBP1 UPR activ	TIM10 inh	Mdm2 MdmX PPI	CHOP UPR activ	tim23-1 inh	tim10-1 inh	697 NFkB inh	Jurkat NFkB inh
Oc1ccc(-c2n[nH]c(=S)n2Cc2ccco2)cc1	4	5	-7	0.2	18	-17	10	-5
COc1cnc(SCc2ccc(Cl)c(Cl)c2)nc1Cl	2	-10	-7	2.6	9	-9	-10	-3
Cc1cc(C)n2c(SCC(=O)N(C)C3CCS(=O)(=O)C3)nnc2n1 (stereo not drawn)	0	3	-2	1.4	11	7	-6	19
Cc1c(NC(=O)c2ccc(C(C)(C)C)cc2)cccc1[N+](=O)[O-]	1	-3	-74	8.1	11	2	-9	-56
CCc1cccc(C)c1NC(=O)c1ccc(CN2CCc3ccccc3C2)cc1	-4	-11	21	-1.1	-1	0	-13	14
CCOC(=O)c1nnn(-c2nonc2N)c1CN1CCc2ccccc2C1	0	16	5	-1.6	22	15	1	15
CC(Sc1nnc(-c2ccccc2F)n1C1CC1)C(=O)NC(N)=O (stereo not drawn)	-4	-14	22	-0.7	1	-1	3	-8
CO/N=C(\c1nonc1N)N1CCN(c2ccc(Cl)cc2[N+](=O)[O-])CC1	1	43*	25	-2.1	36	27	-23	5
C[C@H](CO)N1C[C@H](C)[C@H](CN(C)Cc2ccc(Oc3ccccc3)cc2)Oc2ccc(NC(=O)Nc3cccc4ccccc34)cc2CC1=O	-1	-1	49	3.0	10	8	8	5
CC(C)c1nnc(NC(=O)c2cccc(NC(=O)C(F)(F)F)c2)s1	-4	-3	-49	2.7	13	-4	-109	-92
O=C(NNC(=O)c1ccc(Cl)cc1Cl)Nc1ccccc1	-3	2	-6	-1.7	5	6	-20	1
Cc1ccc(SCC(=O)OCC(=O)NCCC2=CCCCC2)cc1	0	16	-8	0.8	6	20	-29	-9
O=C(N/N=C/c1ccccn1)c1cc(C2CC2)[nH]n1	-4	17	-22	2.7	-13	0	-55	-14
N#Cc1cccc(NC(=O)C2SC(=Nc3ccccc3)C(C(=O)N3CCOCC3)=C2N)c1 (stereo not drawn)	-2	4	2	-0.9	27	17	2	-12
Cc1ccc(S(=O)(=O)NCC(=O)N(CC(=O)NC2CCCCC2)CC2CCCO2)cc1 (stereo not drawn)	-3	8	-16	2.0	5	11	2	-8
CCCOc1ccc(/C=N/Nc2cccc([N+](=O)[O-])c2)c(O)c1	4	11	77*	5.1	-6	6	-47	-65
CCN(C(=O)CN1C(=O)S/C(=C\c2ccc(F)cc2)C1=O)C1CCS(=O)(=O)C1 (stereo not drawn)	-2	3	-6	0.9	14	-8	-16	5
O=C(O)c1ccccc1OC(C(=O)Nc1cc(Cl)cc(Cl)c1)c1ccccc1 (stereo not drawn)	21	-26	76*	3.1	-23	1	7	-4
Cc1cc(C)c(C(=O)N2CCCC(CNS(=O)(=O)N(C)C)C2)o1 (stereo not drawn)	-2	12	-21	3.1	6	1	-13	8
O=C(CCS(=O)(=O)c1ccc(F)cc1)Nc1nnc(-c2ccco2)o1	1	2	21	0.9	0	-2	5	13
O=c1c2ccccc2c(-c2ccc(Cl)cc2)nn1-c1ccccc1	-1	22	10	-1.3	28	27	8	-3
COc1cccc(-c2nc(CS(=O)(=O)CC(=O)Nc3ccccc3Cl)c(C)o2)c1	-6	-9	18	-0.9	14	23	4	4
Cc1ccc(C(=O)NCC(=O)OCc2csc(-c3ccccc3)n2)cc1	1	2	0	3.4	14	13	3	-9
CC(=O)N1CCC(C(=O)Nc2ccc(S(=O)(=O)N3CCCCC3)cc2)CC1	-2	1	-2	1.5	3	-4	2	11
O=C1C=C(c2cc(Cl)cc(Cl)c2)C[C@@H](c2ccc3c(c2)OCO3)C1	0	-8	22	0.5	11	2	-23	-6
The results go on:
SMILES	XBP1 UPR activ	TIM10 inh	Mdm2 MdmX PPI	CHOP UPR activ	tim23-1 inh	tim10-1 inh	697 NFkB inh	Jurkat NFkB inh
Cc1noc(C)c1S(=O)(=O)N1CCC(C(N)=O)CC1	-2	-5	21	0.0	-6	-15	-12	-10
COC(=O)C1=C(C)N(C)C(=S)NC1c1ccccc1 (stereo not drawn)	-2	-2	8	1.3	2	9	-5	-7
O=C(CCC1N=C2c3ccccc3N=C(SCc3cccc(Cl)c3)N2C1=O)NCc1ccco1 (stereo not drawn)	-1	16	22	-0.9	20	14	11	2
COc1ccc2[nH]c(C(=O)Nc3cccc(C)n3)cc2c1	-4	-5	-160	1.8	15	8	-281	-189
COc1cc(/C=C/C(=O)OCC(=O)Nc2ccc(C)cc2[N+](=O)[O-])ccc1O	-1	-25	-6	0.2	-18	8	-6	1
CCCc1cc(C(=O)N2CCCC(C(=O)c3ccc(Cl)cc3)C2)n(C)n1 (stereo not drawn)	0	5	11	-4.1	18	20	-11	-4
O=C(CN1C(=O)c2ccccc2S1(=O)=O)NCCSCc1c(F)cccc1Cl	-4	0	6	3.5	18	-1	18	5
CCOC(=O)CSc1nnc(-c2ccco2)n1-c1ccccc1	1	2	-1	-0.5	7	8	6	0
COCCNC(=O)CSc1nc2nn(-c3ccccc3)c(=O)c-2c2n1CCCCC2	-1	-10	4	0.0	13	-18	21	-5
Cc1cccc(-c2nnc(SCC(=O)Nc3cccc(C(=O)N4CCOCC4)c3)n2C)c1	2	4	12	1.1	14	1	-17	11
CCN1CCN(c2cc(C)c3cc(NC(=O)c4cncc(Br)c4)ccc3n2)CC1	3	-6	66*	3.2	-4	20	-6	-8
CC(=O)Nc1c(-c2ccccc2)nc2ncccn12	2	-1	21	1.4	8	-4	13	7
O=C(O)CCC(=O)N1CCC[C@H]1C(=O)O	-7	4	7	1.3	14	1	-7	17
COc1ccc2oc3ccc(OC)cc3c(=O)c2c1	4	15	-126	12	19	27	-69	-76
O=C(COC(=O)CCSc1ccccc1)Nc1cc(F)ccc1F	-2	2	5	-1.3	12	4	-6	1
Cc1ccc(OC(C)C(=O)Nc2ccncc2)cc1 (stereo not drawn)	-7	-7	-8	0.6	3	0	3	11
Cc1cc(C)n(C(C)CC(=O)Nc2ccc(-c3ccno3)cc2)n1 (stereo not drawn)	-2	-19	13	1.0	7	9	-27	1
O=C(/C=C/c1ccccc1)NC(=S)NNC(=O)c1ccco1	2	17	19	1.0	-21	12	9	0
O=C(NNc1ccccn1)C(c1ccccc1)c1ccccc1	4	6	22	0.4	4	21	6	4
CC(C)C(=O)c1cn(CC(=O)N2CCCc3ccccc32)c2ccccc12	-3	1	40	-0.8	12	24	18	9
CCCSc1nnc(CNC(=O)C23CC4CC(CC(C4)C2)C3)n1Cc1ccccc1	-3	12	18	0.5	9	8	-23	-1
CSc1ccccc1NC(=O)COc1ccc2c(c1)OCO2	0	-6	-6	1.5	1	-14	-22	-16
COc1ccc(-c2ccc3oc(-c4ccsc4)c(-c4ccc(OC)cc4)c3c2)cc1	-1	3	4	0.4	4	3	-3	8
CC1CCCCN1CCNC(=O)c1ccc2c(c1)N(Cc1ccccc1F)C(=O)c1ccccc1S2=O (stereo not drawn)	4	-13	33	2.5	-26	-3	-55	-18
CCOC(=O)C1CCCN(S(=O)(=O)NC[C@H]2O[C@@H](n3cnc4c(N)ncnc43)[C@H](O)[C@@H]2O)C1 (stereo partly drawn)	-2	6	24	-0.3	7	5	7	-15
Next part:
SMILES	XBP1 UPR activ	TIM10 inh	Mdm2 MdmX PPI	CHOP UPR activ	tim23-1 inh	tim10-1 inh	697 NFkB inh	Jurkat NFkB inh
O=C(Nc1ccn(Cc2ccccc2F)n1)c1ccc(COc2ccc(Cl)cc2Cl)o1	-2	15	22	5.5	-9	29	19	10
CC(C)CN(C(=O)CN1C(=O)C2CCCCC2C1=O)c1c(N)n(Cc2ccccc2)c(=O)[nH]c1=O (stereo not drawn)	-6	3	1	0.6	-3	-6	17	10
CCOc1ccccc1NS(=O)(=O)c1ccc(-c2cnc(C3CC3)o2)cc1	3	-16	73*	2.0	27	34	-81	55*
CCN(CC)C(=O)c1ccc2c(=O)n(Cc3cccc(Br)c3)c(=S)[nH]c2c1	-1	5	12	-0.8	21	6	-13	14
CSc1nsc(SCC(=O)Nc2nncs2)n1	-2	0	-6	-1.2	7	7	7	-5
Cc1cc(SCC(=O)NCC(c2cccs2)N2CCOCC2)c(C)cc1Br (stereo not drawn)	-2	-6	8	2.0	1	7	-5	0
CCOC(=O)c1sc2c(c1C)c(=O)n(Cc1ccccc1)c(=O)n2CCN(C)C	-4	3	-11	0.7	26	35	8	6
COCC(C)N1CC(O)=C(c2nc(-c3ccc(Cl)cc3)cs2)C1=N (stereo not drawn)	1	28	8	2.3	24	12	12	0
CCCCNC(=O)c1cc2c(=O)n3cccc(C)c3nc2n(CCN2CCOCC2)c1=N	3	-6	10	-2.5	10	9	19	-3
CCCCC(=O)N/N=C/c1ccc(Sc2cccc3cccnc23)o1	16	28	30	-0.2	39	19	-1	9
N#Cc1ccc(C(=O)Nc2cc(S(=O)(=O)N3CCCC3)ccc2OCC(F)(F)F)cc1	-3	-17	-1	1.3	-4	-7	1	10
CC(=O)N1CCN(c2nnc(-c3ccc(C)cc3)c3ccccc23)CC1	-2	-11	25	1.7	11	5	11	14

Arranged by molecular weight (ascending): part of the list above
SMILES	XBP1 UPR activ	TIM10 inh	Mdm2 MdmX PPI	CHOP UPR activ	tim23-1 inh	tim10-1 inh	697 NFkB inh	Jurkat NFkB inh
COCC(C)N1CC(O)=C(c2nc(-c3ccc(Cl)cc3)cs2)C1=N (stereo not drawn)	1	28	8	2.3	24	12	12	0
CCOc1ccccc1NS(=O)(=O)c1ccc(-c2cnc(C3CC3)o2)cc1	3	-16	73*	2.0	27	34	-81	55*
CCN(CC)C(=O)c1ccc2c(=O)n(Cc3cccc(Br)c3)c(=S)[nH]c2c1	-1	5	12	-0.8	21	6	-13	14
Cc1cc(SCC(=O)NCC(c2cccs2)N2CCOCC2)c(C)cc1Br (stereo not drawn)	-2	-6	8	2.0	1	7	-5	0
CC(C)CN(C(=O)CN1C(=O)C2CCCCC2C1=O)c1c(N)n(Cc2ccccc2)c(=O)[nH]c1=O (stereo not drawn)	-6	3	1	0.6	-3	-6	17	10

Filtered by structure: those above containing a COOH group
SMILES	XBP1 UPR activ	TIM10 inh	Mdm2 MdmX PPI	CHOP UPR activ	tim23-1 inh	tim10-1 inh	697 NFkB inh	Jurkat NFkB inh
O=C(O)c1ccccc1OC(C(=O)Nc1cc(Cl)cc(Cl)c1)c1ccccc1 (stereo not drawn)	21	-26	76*	3.1	-23	1	7	-4
O=C(O)CCC(=O)N1CCC[C@H]1C(=O)O	-7	4	7	1.3	14	1	-7	17
